MITF TRPM1 inh = reduces MITF-dependent TRPM1 promoter luciferase signal; inhibition, % at 12.5 µM; SK-MEL-5 TRPM1 promoter luciferase, 24 h; 330,000 tested, 0.83% active;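 active = mean inhibition across replicates of 60% or more, whatever share of single replicates reaches that level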; note: values of inactives mirror those of a sister screen read the other way
NR2E3 ag-1 = activates human photoreceptor nuclear receptor NR2E3; Q9Y5X4; GST-NR2E3/biotin-RetCOR TR-FRET, 1536-well; inhibition of corepressor binding, % at 4.78 µM; 320,000 tested, 0.12% active; AID 2300;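 active = percent inhibition above the cutoff of mean plus 3 SD of all tested compounds, set per screening campaign, cut at about 20% in these data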;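 note: 0% = DMSO wells and 100% = biotin wells as full block of FRET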
Target sequence (Q9Y5X4 whole entry, looked up): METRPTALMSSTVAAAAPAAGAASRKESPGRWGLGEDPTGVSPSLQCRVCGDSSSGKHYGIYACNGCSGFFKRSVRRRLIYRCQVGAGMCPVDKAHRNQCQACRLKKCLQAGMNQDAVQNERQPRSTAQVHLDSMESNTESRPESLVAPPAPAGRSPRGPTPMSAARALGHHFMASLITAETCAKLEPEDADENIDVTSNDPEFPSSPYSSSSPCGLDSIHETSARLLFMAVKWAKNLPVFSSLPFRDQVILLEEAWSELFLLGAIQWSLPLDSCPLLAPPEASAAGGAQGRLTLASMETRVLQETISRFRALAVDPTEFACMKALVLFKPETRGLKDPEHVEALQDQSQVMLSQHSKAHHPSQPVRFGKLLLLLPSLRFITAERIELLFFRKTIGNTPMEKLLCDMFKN
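Assay system: NR2E3–RetCOR corepressor complex. Quantity: 1.35 nM GST-NR2E3. Buffer or medium: pH 7.5 Tris-based buffer. Reagent: biotinylated RetCOR corepressor at 7 nM final. Schedule: 5 h at 4 °C. Detection: TR-FRET, emission read at 617 and 671 nm. Replicates: one well per compound, singlicate testing.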
aDG glyco act = alpha-DG glycosylation activation | 360,000 tested, 0.22% active | Pro5-aDG cells, alpha-DG glycosylation AlphaScreen (IIH6); 0% Pro5, 100% B10-LARGE cell signal | activation, % at 10 µM | AID 624168;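 active = activation of at least 8% versus controls, or a plate z-score of at least 8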;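 note: Pro5 are CHO cells carrying HIG-tagged alpha-DG that lacks glycosylation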
Shn3 inh set2 = reduces Shn3 3'UTR luciferase signal in osteoblasts | inhibition, % at 12.5 µM | Clone20 osteoblast Shn3 3'UTR firefly luciferase, 24 h | AID 588674 | 360,000 tested, 0.52% active;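 active = mean inhibition of at least 75% with every replicate also reaching 75%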;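 note: 0% = median of neutral control wells and 100% = pilot-screen positive control compound; some compounds past the cut are filed as inactive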
CF NFkB inh = cystic fibrosis NF-kB activation inhibition. KKLEB NF-kB-GFP reporter, PAF-induced, GFP fluorescence overnight. inhibition, % at 5 µM. 360,000 tested, 0.86% active;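 active = at least 50% inhibition at 5 µM, scaled per plate between neutral and stimulator controls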;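 note: PAF is a Pseudomonas aeruginosa culture filtrate used as stimulus; plate controls were PAF-stimulated DMSO wells for no effect and unstimulated DMSO wells for full effect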
Peg3 prom inh = Peg3 promoter activity inhibition; 360,000 tested, 1.7% active; inhibition, % at 20 µM; AID 588405; HeLa PEG-Prom luciferase reporter, luminescence, overnight;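 active = inhibition of at least 50% at 20 µM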
NR2E3 ag-2 = activates human NR2E3 receptor; 360,000 tested, 0.35% active; inhibition of corepressor binding, % at 3.98 µM; Q9Y5X4; AID 602229; CHO-S Gal4-NCOR/VP16-NR2E3 two-hybrid, luciferase;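 active = inhibition above the mean of all tested compounds plus 3 SD, cut at about 70% in these data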;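 note: 0% = DMSO with NR2E3 transfected cells and 100% = cells lacking NR2E3 construct; higher means lower luciferase signal from less NR2E3 corepressor binding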
KKLEB cytotox = reduces viability of KKLEB cystic fibrosis airway cells. AID 602141. KKLEB CF airway cells viability, ATPlite luminescence, overnight; stronger effect = lower value; cells stimulated with P. aeruginosa culture filtrate. 360,000 tested, 0.36% active. activity change (cytotoxicity), % at 5 µM;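 active = corrected activity change at or below -50% at 5 µM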
iPSC survival up = hiPSC single-cell survival enhancement | ATPlite luminescence; 100% = ROCK inhibitor wells, 0% = DMSO | survival enhancement, % at 20 µM | 360,000 tested, 0.044% active | AID 602274; in the data active = survival enhancement above about 18%;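 note: cells exposed to compounds for 16 hours before the ATP read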
HIF-2a inh = blocks HIF-2a reporter activity. 786-0 RCC cells HIF-2a reporter, luciferase luminescence, overnight. inhibition, % at 18.8 µM. 360,000 tested, 0.72% active. AID 624352;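 active = inhibition of the luminescence signal of 40% or more relative to plate controls, in a single-dose primary screen at 18.75 µM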
TWEAK-Fn14 inh = inhibitors of TWEAK-Fn14 interaction signaling. TWEAK-stimulated Fn14 reporter cells, luciferase luminescence, 8 h. inhibition, % at 10 µM. 360,000 tested, 2% active. AID 1159606; in the data active = inhibition above about 50%
* = called active by the depositor; / = not tested or not shown.

SMILES	MITF TRPM1 inh	NR2E3 ag-1	aDG glyco act	Shn3 inh set2	CF NFkB inh	Peg3 prom inh	NR2E3 ag-2	KKLEB cytotox	iPSC survival up	HIF-2a inh	TWEAK-Fn14 inh
CC(C)(C)OC(=O)CNC(=O)c1[nH]cnc1C(=O)N[C@@H](Cc1ccccc1)C(=O)OCc1ccccc1	-3	-3	-0.1	3	-7	12	5	1	-1.6	-1	7
C=CCN(C(=O)CSc1nnnn1C)c1nc(-c2ccccc2)cs1	-65	/	0.5	-47	27	-95	-23	-12	-0.1	-133	-11
O=C(NC1CCCC1)C1CC(=O)N(c2ccc(F)cc2)C1 (stereo not drawn)	5	5	-0.1	-12	3	11	-32	3	0.0	12	6
O=C(C[C@@H]1C/C=C/CCCC(=O)O[C@H](c2ccccc2)CNC1=O)NCCO	11	/	-0.1	-15	-7	8	-1	17	-0.5	7	5
Cc1cc(=O)oc2cc(OCC(=O)OCC(=O)Nc3c(C)n(C)n(-c4ccccc4)c3=O)ccc12	-2	-1	0.1	-3	6	11	11	-1	3.7	10	8
CC(NC(=O)c1cn(C)c2ccc(S(=O)(=O)N3CCCC3)cc2c1=O)c1ccc2c(c1)OCCO2 (stereo not drawn)	8	-3	0.4	13	-15	10	4	2	-1.7	16	3
COc1cc(NC(=O)c2ccc(COCC(F)(F)F)o2)cc(OC)c1OC	3	-2	0.1	12	-24	3	4	8	0.2	-9	-3
O=C(C[C@H]1C/C=C\C[C@@H](Cc2ccc(F)cc2)C(=O)OC[C@@H]2CCCN2C1=O)NCCO	-18	/	0.2	7	-29	-6	-16	14	1.5	7	0
O=C(CCc1nnc(C2(c3ccc(Cl)cc3)CCC2)o1)NC1CC1	-12	-2	-0.3	-17	-11	-19	-16	-2	-0.7	-14	-25
CCN(CC(=O)Nc1ccc(NC(C)=O)cc1)C(=O)C(c1ccccc1)c1ccccc1	4	2	-0.4	6	12	16	-3	10	-2.1	25	-1
CCOc1ccc(N(CC)C(=O)c2nn(-c3ccc(OC)cc3)c(=O)c3c2c2ccccc2n3C)cc1	-3	0	0.1	4	4	27	2	1	-1.6	22	-2
CCO[C@@H]1OC(C(=O)NCc2ccccc2)=C[C@H](C2CC2)[C@H]1CCCO	-2	-3	0.2	-27	1	8	19	-7	3.7	9	-7
CN=C1SC(CC(=O)Nc2ccc(N3CCOCC3)cc2)C(=O)N1C (stereo not drawn)	-10	0	0.0	-29	6	5	-6	-6	4.8	7	9
O=C(CCC(=O)c1cccs1)Nc1ccc(F)c(F)c1F	-11	2	-0.1	-23	-14	-21	-10	12	2.0	-30	5
COC(=O)c1sccc1S(=O)(=O)NC(C)c1cnn(-c2ccc(OC)cc2)c1C (stereo not drawn)	-18	3	-0.2	5	-1	1	-26	-12	0.4	-12	-7
CN(CC(=O)Nc1cccc(F)c1)C(=O)c1cccc(S(=O)(=O)N2CCN(c3ccc(F)cc3)CC2)c1	12	/	1.7	76	16	28	50	-13	-0.6	16	18
O=C(/C=C/c1ccccc1)Nc1cccc(C(=O)O)c1	99*	0	-0.1	69	-4	85*	-167	3	-2.0	87*	41
CCOC(=O)C1(Cc2cccc(OC)c2)CCN(CC=C(C)C)CC1	8	1	0.2	/	1	10	-15	12	-0.6	14	-3
CC(C)(C)C1=C(C#N)C(c2ccc3c(c2)OCO3)C(C#N)=C(N)O1 (stereo not drawn)	9	-1	-0.2	-23	0	1	-13	-3	-2.4	1	-14
CCn1c2ccccc2c2nnc(SCc3ccc(C(=O)OC)o3)nc21	11	5	0.1	10	10	14	-19	-7	1.9	-15	-13
Cn1cnnc1SCc1ccc(C(=O)N=Nc2c(O)n(C)c3ccccc23)cc1	0	0	0.2	9	-22	-13	-6	8	-1.2	-23	-37
COc1cccc(NC(=O)CN(C)C(=O)c2cc3c(s2)CCCC3)c1	2	-2	0.8	-62	-12	-62	-1	2	-0.4	-185	-14
COc1ccccc1NS(=O)(=O)c1cc(NC(=O)CNC(=O)c2ccccc2)ccc1C	1	-3	-0.1	4	-16	-3	1	-3	-1.0	20	11
O=C(Nc1ccc([N+](=O)[O-])cn1)C1CCCCC1	-5	-2	0.2	-7	-4	-6	1	4	0.4	-33	-7
CNc1cncc(-c2cccc(C(=O)NCCN(C)C)c2)n1	/	/	-0.3	-6	8	6	-11	-1	2.7	13	18
Cc1cccc(NC(=O)c2onc3c2CCCC3)n1	32	-5	-0.1	3	4	30	-117	-41	-3.7	14	80*
CC(C)CNS(=O)(=O)c1ccc(CCC(=O)N2CCC(C(N)=O)CC2)cc1	-9	0	0.0	10	4	-4	14	18	0.3	4	-10
Cc1csc(C(=O)O)c1-c1c(C)csc1C(=O)O	-14	3	0.0	-5	21	4	7	7	-1.1	19	0
O=C(NCC(=O)N1CCCCCCC1)c1ccc(Cl)cc1	-47	2	0.0	-36	6	-57	-14	-3	1.2	-120	12
Cc1cccc(NCC(O)Cn2cnc3c2c(=O)n(C)c(=O)n3C)c1 (stereo not drawn)	-2	1	0.6	31	4	7	2	-6	-2.7	12	-21
CCC(CO)N=CC1=C(O)CC(c2ccccc2)CC1=O (stereo not drawn)	1	0	-0.2	7	-2	9	-18	-1	0.1	15	17
COc1ccc(CN(C)C(=O)c2ccccc2Sc2ccccc2C#N)cc1OC	1	3	0.2	19	20	7	16	-2	1.8	1	-1
COc1ccc(Cl)cc1NC(=S)NCCSc1ccc(C)cc1	20	1	-0.2	10	-10	-1	-30	5	2.7	26	-4
O=C(CSc1nc2ccccc2o1)NC(=O)NCc1ccccc1	14	3	0.1	2	4	10	16	3	-1.0	5	50
C=C(C)C(O)COc1c2occc2c(OC)c2ccc(=O)oc12 (stereo not drawn)	1	/	-0.1	1	-33	-11	-1	-3	5.2	-10	-36
C=C(C)Cn1c(=O)c2c(nc3n2CCN3c2cccc(Cl)c2C)n(C)c1=O	1	2	0.2	8	1	-71	-28	-3	-3.9	17	10
OC(COCCC12CC3CC(CC(C3)C1)C2)CN1CCCCC1 (stereo not drawn)	-13	-2	0.4	12	7	1	-5	-5	-1.3	-2	-13
CN(CCNC(=O)c1ccc(/C=N/O)nc1)Cc1ccccc1	-5	0	-0.1	10	7	10	-10	-1	0.2	-2	1
CC(C)OCCCNC(=O)Cn1ccc2cc(S(=O)(=O)N3CCCCC3)ccc21	-9	-1	0.1	-12	-8	0	-13	-16	0.1	6	5
CCc1c(O)nc(SCC(=O)Nc2ccc(C)cc2)n(C2CCCCC2)c1=O	7	2	0.0	-14	-12	-7	4	3	-1.0	-65	3
CC(C)(C)NS(=O)(=O)c1ccc(CCC(=O)N2CCCCC2)cc1	4	-3	0.2	-3	-2	14	4	0	-4.5	-13	0
Cc1cc(Cl)ccc1NC(=S)N1CCN(C(=O)c2ccco2)CC1	0	-1	0.2	17	-2	-7	-19	8	-0.5	-4	-2
O=C(O)/C=C/c1ccc2c(-c3ccccc3)onc2c1	-1	2	0.0	-34	59*	29	-22	-16	0.1	4	20
COc1ccccc1C(C)NC(=O)CCOc1cccc(C)c1 (stereo not drawn)	12	-1	0.9	9	1	3	10	3	-0.7	9	0
CCOC(=O)c1cnc(N2CCOCC2)[nH]c1=O	11	0	-0.1	-19	-18	-1	0	-1	-0.4	11	17

7 compounds already listed, ordered by heavy-atom count, lowest first:
SMILES	MITF TRPM1 inh	NR2E3 ag-1	aDG glyco act	Shn3 inh set2	CF NFkB inh	Peg3 prom inh	NR2E3 ag-2	KKLEB cytotox	iPSC survival up	HIF-2a inh	TWEAK-Fn14 inh
CCC(CO)N=CC1=C(O)CC(c2ccccc2)CC1=O (stereo not drawn)	1	0	-0.2	7	-2	9	-18	-1	0.1	15	17
C=C(C)C(O)COc1c2occc2c(OC)c2ccc(=O)oc12 (stereo not drawn)	1	/	-0.1	1	-33	-11	-1	-3	5.2	-10	-36
CC(C)(C)NS(=O)(=O)c1ccc(CCC(=O)N2CCCCC2)cc1	4	-3	0.2	-3	-2	14	4	0	-4.5	-13	0
C=C(C)Cn1c(=O)c2c(nc3n2CCN3c2cccc(Cl)c2C)n(C)c1=O	1	2	0.2	8	1	-71	-28	-3	-3.9	17	10
CCc1c(O)nc(SCC(=O)Nc2ccc(C)cc2)n(C2CCCCC2)c1=O	7	2	0.0	-14	-12	-7	4	3	-1.0	-65	3
CC(C)OCCCNC(=O)Cn1ccc2cc(S(=O)(=O)N3CCCCC3)ccc21	-9	-1	0.1	-12	-8	0	-13	-16	0.1	6	5
COc1ccc(CN(C)C(=O)c2ccccc2Sc2ccccc2C#N)cc1OC	1	3	0.2	19	20	7	16	-2	1.8	1	-1

(further entries)
SMILES	MITF TRPM1 inh	NR2E3 ag-1	aDG glyco act	Shn3 inh set2	CF NFkB inh	Peg3 prom inh	NR2E3 ag-2	KKLEB cytotox	iPSC survival up	HIF-2a inh	TWEAK-Fn14 inh
Cc1nc2cc(NS(=O)(=O)c3cccc(F)c3)ccc2s1	13	1	-0.3	-15	-8	13	-5	7	-2.0	5	1
O=C(NCCN1CCCC1)c1cccc(Cl)c1	8	4	-0.3	5	4	14	-8	0	0.4	12	-13
COc1ccc(NC(=O)CNS(=O)(=O)c2ccc(Cl)cc2)cc1OC	-3	0	0.0	-5	-8	3	-6	-1	-1.5	17	-4
O=C1CC(Nc2ccccc2)C(=O)N1Cc1ccccc1 (stereo not drawn)	-7	-1	0.0	-8	-18	0	-26	4	3.7	2	-5
CC1(C(=O)Nc2ccc3[nH]ncc3c2)CCN1C(=O)CC(c1ccccc1)c1ccccc1 (stereo not drawn)	/	/	-0.3	26	3	22	-4	-1	14	11	1
CC(C)n1c(SCC(=O)NC2CC2)nnc1-c1ccco1	3	0	0.1	1	-14	0	-8	11	0.6	13	1
Cc1oc(CC(C)C)cc1C(N)=O	-4	-1	-0.3	7	2	7	-13	-9	-2.0	4	-2
Cc1ccccc1C(=O)NCC(C)NC(=O)c1ccccc1C (stereo not drawn)	8	2	-0.1	-12	-10	8	-2	6	-0.2	17	-1
COC(=O)c1ccc(CN2C(=O)c3ccccc3C2=O)o1	-8	2	-0.1	5	4	23	-31	7	0.0	21	-5

Screens (PubChem BioAssay)
